NALP3 yeast inh = inhibitors of NALP3 inflammasome in yeast; Yeast reconstituted NLRP3/ASC/caspase-1, beta-gal luminescence, 24 h; actives 0.39% (n = 330,000); inhibition, % at 10 µM;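 active = inhibition of 50% or more; inactive = inhibition below 50%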;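 note: plate controls were induced DMSO wells for no effect and uninduced yeast grown without galactose for full effect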
TIM10 inh = TIM10 yeast growth inhibition; S. cerevisiae TIM10 strain growth, BacTiter-Glo luminescence, 24 h; actives 1.4% (n = 330,000); inhibition, % at 10 µM;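 active = inhibition of 40% or more at the single tested concentration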;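 note: wild-type TIM10 isogenic control strain grown at permissive 25 °C; 0% = DMSO yeast wells and 100% = minimal medium wells without yeast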
XBP1 UPR activ = adaptive UPR (XBP1) activation; CHO-XBP1 luciferase reporter, IRE1-XBP1 UPR activation, luminescence; percent of tunicamycin response, DMSO as zero; activation, % at 20 µM; actives 0.33% (n = 330,000);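 active = versus positive control, 20 µM dose yields 30% or more activation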;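 note: 100% = tunicamycin at 10 µg/mL and 0% = DMSO only wells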
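Material – CHO cell line with stable XBP1 luciferase reporter · Buffer or medium – F12 plus 10% FBS · Compound – single point, 20 µM final compound, 1% DMSO · Schedule – 16-18 h cell attachment at 37 °C, then 6 h compound exposure · Signal – Steady-Glo luminescence read · Benchmarks – high control tunicamycin 10 µg/mL final, low control DMSO vehicle only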
APJ ag = activates the human apelin receptor APJ | CHO-K1 APJ PathHunter beta-arrestin, luminescence; 0% DMSO wells, 100% apelin | activation, % at 20 µM | actives 0.11% (n = 330,000) | AID 2520;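 active = activation more than six SD over the plate average, tested at 20 µM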;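 note: 0% = DMSO alone and 100% = apelin-13 at 10 nM; some results filed as inactive read as strong as hits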
Target sequence (P35414 whole entry, looked up): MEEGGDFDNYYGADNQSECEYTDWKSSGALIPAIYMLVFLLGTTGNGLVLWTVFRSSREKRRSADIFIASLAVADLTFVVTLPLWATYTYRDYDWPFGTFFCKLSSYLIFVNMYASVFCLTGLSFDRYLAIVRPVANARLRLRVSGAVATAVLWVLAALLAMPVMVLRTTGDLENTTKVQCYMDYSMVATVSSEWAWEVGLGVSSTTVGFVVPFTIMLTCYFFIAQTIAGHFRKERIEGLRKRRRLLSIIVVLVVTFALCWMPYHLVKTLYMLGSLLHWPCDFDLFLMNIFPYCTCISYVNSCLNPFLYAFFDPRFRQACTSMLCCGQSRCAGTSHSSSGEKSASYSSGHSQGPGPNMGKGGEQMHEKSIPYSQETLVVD
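system = engineered CHO-K1 APJ arrestin reporter cells | input = 1000 cells per well | timing = overnight seeding, 90 min compound at 25 °C, 1 h detection | measured by = enzyme-fragment complementation luminescence | read-out = beta-arrestin recruitment to APJ as agonist activity, luminescent signal | control set = negative DMSO alone, positive Apelin-13 at 10 nM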
Mdm2 MdmX PPI = disrupts the human Mdm2-MdmX interaction. inhibition, % at 8 µM. SaOS-2 split-luciferase Mdm2/MdmX complementation, luminescence. AID 485346. O15151+Q00987. actives 3% (n = 330,000);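 active = inhibition of at least 50% at 8 µM in the primary screen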
NR3A LBD binder = modulators (binders) of human NR3A ligand-binding domain; Tm shift relative to glycine control, % at 25 µM; NR3A LBD differential scanning fluorimetry, Tm shift; 0% = protein alone, 100% = glycine-bound protein; actives 2.5% (n = 340,000); AID 1259313;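 active = melting temperature shift of at least 10% of the positive control shift, at one fixed dose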
tim10-1 inh = inhibits growth of tim10-1 mutant yeast; S. cerevisiae tim10-1 ts strain growth, BacTiter-Glo, 24 h; inhibition, % at 20 µM; actives 2.2% (n = 330,000);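 active = inhibition of at least 40%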;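 note: mutant grown at 25 °C; 0% = DMSO wells with yeast and 100% = wells holding no yeast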
UPR CHOP act = activators of apoptotic arm of unfolded protein response (CHOP). CHO-CHOP luciferase reporter, UPR activation, luminescence; percent of tunicamycin response over DMSO baseline. activation, % at 10 µM. actives 0.34% (n = 330,000). AID 449763;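 active = at 10 µM dose, activation of 40% or more, normalized to positive control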;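 note: 100% = tunicamycin at 10 µg/mL and 0% = DMSO alone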
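Evaluation: % reporter activation, DMSO baseline versus tunicamycin full activation; System: CHO-CHOP luciferase reporter cell line; Input: 500 cells/well; Incubation: 6 h compound treatment, 37 °C; Measured by: Steady-Glo luciferase luminescence; Dosing: one dose, 10 µM in 0.5% DMSO; Buffer or medium: F12 medium, 10% FBS; Benchmarks: positive tunicamycin 10 µg/mL, negative DMSO alone.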
tim23-1 inh = growth inhibitors of tim23-1 mutant yeast; S. cerevisiae tim23-1 growth, BacTiter-Glo luminescence, 24 h; inhibition, % at 20 µM; actives 1.3% (n = 330,000);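 active = growth inhibition of the mutant yeast at or above 50%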;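 note: temperature-sensitive mutant grown at 25 °C; plate controls were DMSO-treated mutant yeast for no effect and medium wells lacking yeast for full effect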
An asterisk follows results filed as active.

Preview, two compounds:
SMILES	NALP3 yeast inh	TIM10 inh	XBP1 UPR activ	APJ ag	Mdm2 MdmX PPI	NR3A LBD binder	tim10-1 inh	UPR CHOP act	tim23-1 inh
O=C(CSCC(=O)NC1CCCC1)Nc1ccccc1	15	5	0	7	6	2	11	0.4	19
C=CCS(=O)(=O)N1CCC(CCOc2ccccc2)(C(=O)OCC)CC1	21	-11	-3	-3	11	2	-22	-0.7	24

The list itself, repeating the preview:
SMILES	NALP3 yeast inh	TIM10 inh	XBP1 UPR activ	APJ ag	Mdm2 MdmX PPI	NR3A LBD binder	tim10-1 inh	UPR CHOP act	tim23-1 inh
O=C(CSCC(=O)NC1CCCC1)Nc1ccccc1	15	5	0	7	6	2	11	0.4	19
C=CCS(=O)(=O)N1CCC(CCOc2ccccc2)(C(=O)OCC)CC1	21	-11	-3	-3	11	2	-22	-0.7	24
C=CCOC(=O)C(=O)/C=C/c1ccc2c(c1)Cc1ccccc1-2	12	27	-1	-4	13	2	12	0.8	26
O=C(NC(=S)N1CCCc2ccccc21)c1ccc(Br)cc1	-2	24	3	4	-8	0	28	3.0	25
CC(=O)c1ccc(NC(=O)C(C)n2nc(-c3ccccc3)c3cc(Cl)ccc32)cc1 (stereo not drawn)	2	6	-1	1	23	10	30	1.0	30
Cc1ccc(-c2nnc(N3CCCCC3)c3ccccc23)cc1S(=O)(=O)N1CCN(C)CC1	9	24	10	-4	35	-3	16	-4.9	20
COc1ccc(C2=NN(C(=O)CCC(=O)O)C(c3cccs3)C2)cc1OC (stereo not drawn)	11	10	-3	-4	-10	7	-6	-0.8	0
Cn1ncc(Br)c1C(=O)NC12CC3CC(CC(C3)C1)C2	27	-14	3	-1	7	0	9	-1.2	18
CCN(CC)CCOC(=O)C1(c2ccccc2)CCOCC1	26	3	5	-4	7	0	5	-3.2	9
COc1cc(NC(=O)C2=C(N3CCOCC3)/C(=C/c3ccc(Cl)cc3)CC2)cc(OC)c1OC	9	20	6	-2	8	-2	44*	13	31
COc1ccc(-c2nc(C(=O)NCCCN3CCOCC3)cc3c2[nH]c2ccccc23)cc1OC	12	-3	5	3	33	-2	17	-2.4	3
CCCC(=O)Nc1nc2ccc(NC(=O)c3cccnc3)cc2s1	29	19	0	-1	56*	5	17	-0.9	25

Given as comma-separated lines: part of the list above.
compound,NALP3 yeast inh,TIM10 inh,XBP1 UPR activ,APJ ag,Mdm2 MdmX PPI,NR3A LBD binder,tim10-1 inh,UPR CHOP act,tim23-1 inh
O=C(NC(=S)N1CCCc2ccccc21)c1ccc(Br)cc1,-2,24,3,4,-8,0,28,3.0,25
CC(=O)c1ccc(NC(=O)C(C)n2nc(-c3ccccc3)c3cc(Cl)ccc32)cc1 (stereo not drawn),2,6,-1,1,23,10,30,1.0,30
Cc1ccc(-c2nnc(N3CCCCC3)c3ccccc23)cc1S(=O)(=O)N1CCN(C)CC1,9,24,10,-4,35,-3,16,-4.9,20

Continued.
SMILES	NALP3 yeast inh	TIM10 inh	XBP1 UPR activ	APJ ag	Mdm2 MdmX PPI	NR3A LBD binder	tim10-1 inh	UPR CHOP act	tim23-1 inh
C=CCn1c(SCC(=O)Nc2ccccc2OC)nnc1-c1ccccn1	2	-8	-1	1	18	1	8	0.2	17
Cc1ccc(S(=O)(=O)N(CC(=O)Nc2cccc(N(C)S(C)(=O)=O)c2)c2ccc(Cl)c(Cl)c2)cc1	12	18	1	3	41	7	20	1.9	18
COc1ccc(NC(=O)c2cc(NC(=O)C3CCCCC3C(=O)O)ccc2N2CCOCC2)cc1 (stereo not drawn)	9	7	-4	0	26	-2	0	-0.2	9
CCOC(=O)CSc1nc(=O)n2cccc(C)c2n1	0	4	-3	-3	12	-1	-11	-0.1	-11
CC1(C)C(CC2OCC(CN3CCCCC3)O2)[C@H]2CC[C@@H]1C2 (stereo partly drawn)	20	3	-2	-4	-12	1	-9	-1.2	-8
CN(C1(C)CCS(=O)(=O)C1)S(=O)(=O)c1ccc(F)cc1 (stereo not drawn)	8	6	-2	-5	23	2	4	1.1	14
Cc1cc(C)c2nc(C(F)(F)F)nc(N3CCN(C(=O)c4ccco4)CC3)c2c1	4	12	-1	-5	49	-10	20	7.4	-18
COc1ccc(C(=O)NCCCN2CCOCC2)cc1Br	12	9	-5	0	0	-3	-2	-1.3	8
O=C(CCN1C(=O)C2CCCCC2C1=O)Nc1cc(F)ccc1F (stereo not drawn)	-5	0	-4	1	29	5	-4	-0.7	2
Clc1ccc(N2CCN(Cc3c[nH]c4ncccc34)CC2)cc1	20	0	-6	4	25	1	-14	0.6	1
Cc1ccc(S(=O)(=O)N(CC(=O)N2CCOCC2)C2CCCCC2)cc1	5	15	2	-4	4	0	21	-1.5	19
O=C(N/N=C/c1cccc(F)c1)c1ccc(Cl)cc1	29	-2	-1	-1	-25	-11	-25	4.5	3
CC(C)C(NC(=O)c1ccccc1F)C(=O)NCc1ccc(F)cc1 (stereo not drawn)	22	2	2	0	-7	-2	4	1.6	16
CCN(CC)c1ccc(/C=N/NC(=O)c2c(-c3ccccc3)noc2C)cc1	15	11	3	0	33	-10	20	-1.5	25
COc1cccc2c(=O)cn[nH]c12	18	-10	-1	7	14	3	7	0.0	11
O=C1N=C(N2CCOCC2)SC1=C1CCCCC1	8	-32	-5	-4	-19	0	-4	4.0	-4
CS(=O)(=O)c1ccc(N2CCOCC2)c(S(C)(=O)=O)c1	5	-2	2	-3	-9	2	4	-0.1	1
CCOC(=O)c1csc(NC(=O)CSc2nnnn2-c2ccc(OC)c(OC)c2)n1	8	6	-1	-10	18	-3	11	-1.6	0
Cc1cccc(C(=O)N(Cc2ccco2)c2c(N)n(Cc3ccccc3)c(=O)[nH]c2=O)c1	17	4	-2	-3	1	-1	6	0.8	7
COc1ccc(C2=NOC3(CC(=O)N(c4ccc5ccccc5c4)C3=O)C2)c(OC)c1 (stereo not drawn)	-8	-16	2	-2	-8	-1	18	-0.8	-10
Cc1ccc(N(CC(O)CN(C)C)S(=O)(=O)c2ccccc2)cc1 (stereo not drawn)	-16	-1	-7	-2	-9	-1	-10	1.4	-25
CCCS(=O)(=O)c1nc(S(=O)(=O)c2ccc(C)cc2)c(NCc2ccccn2)s1	11	-7	1	-2	16	1	11	-0.1	10
Cc1ccc(OCCn2c(=S)[nH]c3ccccc32)c(C(C)C)c1	75*	38	-4	3	8	-2	14	-2.6	39
CN(C)c1ccc(S(=O)(=O)N2CCCCC2)cc1NC(=O)C1=COCCO1	4	19	-3	0	1	-1	16	-1.3	18
c1ccc(-n2c(-c3ccco3)nnc2N2CCOCC2)cc1	19	8	-3	-3	11	0	-1	-1.5	-4
O=C1CN(C(=O)CN2C(=O)NC(c3ccccc3)(c3ccccc3)C2=O)c2ccccc2N1	-4	9	-1	-2	14	-1	10	0.5	0
c1csc(CN2CCOCC2)c1	0	8	-4	0	1	4	15	-1.3	5
O=C(Nc1ncc2c(n1)-c1ccccc1OC2)c1ccc(Cl)cc1	47	11	-2	-3	-4	0	20	-0.8	9
CSc1ccc(CNC(=O)c2c(C)noc2C)s1	5	12	0	-1	4	1	3	1.2	1
O=C1C=C(O)CC(c2ccc(Cl)cc2)C1 (stereo not drawn)	11	5	-3	-1	-36	-6	21	0.2	7
COc1ccc(NS(=O)(=O)c2ccc3c(c2)[C@H]2C=CC[C@H]2[C@@H](c2ccc(C(=O)O)cc2)N3)cc1	11	4	1	-5	-1	0	-10	-2.1	9
Cc1ccccc1CNc1ncnc2cc(Cl)ccc12	18	6	2	-4	6	0	-7	-1.4	26
COc1cccc(-n2c(Cc3cc(=O)[nH]c(=O)[nH]3)nnc2SCC(=O)N2CCC(C)CC2)c1	3	1	1	0	-65	0	4	-0.9	2
O=C(c1ccccc1)C1CCN(C(=O)c2ccco2)CC1	15	6	-3	2	-5	0	-5	1.8	1
COc1cccc(/C=C/C(=O)c2ccc3c(c2)OCCO3)c1OC	48	7	-1	-1	-72	7	35	6.1	38
Cc1oc2c(c1C(=O)NC(Cc1c[nH]c3ccccc13)C(=O)O)CCCC2 (stereo not drawn)	5	5	1	7	16	-3	1	-2.1	18
O=C(O)CCc1nnc2n(Cc3ccc(F)cc3)c(=O)c3ccccc3n12	20	6	-2	-3	3	0	-7	0.2	4
Cc1cc2occ(CC(=O)NNC(=O)c3ccccc3F)c2cc1C	22	2	-1	3	-13	-2	3	3.2	15
COc1cc(CNCc2ccccn2)ccc1OCc1ccc(Cl)cc1Cl	34	14	-2	0	36	0	4	-3.0	-1
Cc1cccc(C(=O)N[C@H](C(=O)Nc2ccc(S(=O)(=O)NC3=NCCCCC3)cc2)C(C)C)c1	18	-4	0	-3	2	1	3	-0.2	8
Clc1cccc(CN2CCCCCCC2)c1Cl	0	5	5	-1	-8	1	-6	-2.9	2
O=C(C1CC(=O)N(C2CCCC2)C1)N1CCN(c2ccc(F)cc2)CC1 (stereo not drawn)	17	-6	-1	0	-17	2	-1	2.0	7
CCOC(=O)[C@@H](C)NS(=O)(=O)N(Cc1ccccc1)[C@H](C(=O)OC)C(C)C	19	4	4	0	19	1	9	-0.9	20
Cc1cc(NC(=O)CSc2nc3c(cc2C#N)CCCC3)no1	20	-8	2	-2	-125	1	2	4.6	12
Cc1ccc(-c2nc3ccccc3o2)cc1NC(=S)NC(=O)/C=C/c1ccco1	1	5	1	-2	55*	-23	11	2.3	17
Cc1ccc(-c2nnn(CC(=O)N(c3ccccc3F)C(C(=O)NC3CCCC3)c3ccncc3)n2)o1 (stereo not drawn)	17	1	-2	-1	-11	-1	-16	1.3	-9
Fc1ccc(NC(=S)N2CCc3ccccc3C2)c(F)c1	31	24	1	-2	-24	0	30	-0.7	47
CN(CC(=O)N1CCN(c2cccc(Cl)c2)CC1)S(=O)(=O)c1cccs1	24	11	-2	-4	6	-1	28	-0.3	14
COc1ccc(C(CNC(=O)COc2cc(C)ccc2Cl)N2CCCCC2)cc1 (stereo not drawn)	3	22	2	-8	8	0	25	0.5	7
COc1ccccc1OCc1ccc(C(=O)c2ccccc2)cc1	29	-6	2	-3	0	-1	2	1.7	15
Cc1ccc(C)c(NC(=O)CCc2nnc3ccc(N4CCCC4)nn23)c1	-7	8	-3	10	-9	0	22	0.2	1
O=S(=O)(NC1CCCCC1Nc1ccc(Cl)cc1)c1ccccc1 (stereo not drawn)	10	27	-3	-2	-7	-9	31	2.6	31
Cc1cc(NC(=O)C(C)SCC(=O)Nc2ccc(Br)cc2Br)no1 (stereo not drawn)	4	-10	-2	-5	7	-1	-4	-1.8	13
COc1ccccc1NS(=O)(=O)c1cccc(NC(=O)c2ccc3ccccc3n2)c1	-32	27	-3	-2	21	-13	24	1.3	23
CCN(CC)S(=O)(=O)c1cc(NC(=O)Cn2ncc(Cl)c(Cl)c2=O)ccc1C	17	-14	-3	-3	100*	-2	7	95*	-6
COCc1[nH]nc2c1C1(CCC3(CC1)OCCO3)C(C#N)=C(N)O2	2	0	-2	-4	-20	1	20	-1.1	19
CSc1nc(-c2ccc(Cl)cc2)nn1S(=O)(=O)c1ccc(Cl)cc1	22	2	0	0	-11	0	12	5.8	11
Cc1ccc(NC(=O)COC(=O)CCc2nc3ccccc3c(=O)[nH]2)cc1Cl	-9	9	2	-5	6	-1	-4	0.1	9
